Source: PubChem (The Scripps Research Institute Molecular Screening Center)
M1 ag parental: counter-screen for M1 agonists: effect in parental CHO-K1 cells; Fluo-8 calcium fluorescence; scaled to maximal ATP response, vehicle zero; activation, % at 3 µM; 0.48% of 360,000 active; in the data active = activation above about 15%;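 also: untransfected CHO-K1 host cells lacking M1 receptor as counterscreen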
CHO parental Ca: ATP-evoked calcium signal inhibitors, parental CHO, primary screen, counter-screen for OX1R antagonist project, cell-based, fluorescence, Fluo-8 calcium dye. 0.63% of 330,000 active. AID 463079, 2010. parental CHO-K1, ATP-induced calcium, Fluo-8 fluorescence. inhibition, % at 5.6 µM;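 active = inhibition above that plate's mean sample inhibition plus 3 SD, cut at about 26% in these data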;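 also: 0% = ATP-challenged DMSO wells and 100% = DMSO wells without ATP; some compounds past the cut are filed as inactive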
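Material – parental CHO cells · Reagent – ATP stimulus · Compound – single nominal dose of 5.6 µM per compound · Detection – Fluo-8 fluorescence · Read-out basis – percent inhibition of calcium signal · Controls – ATP-challenged DMSO wells low, unchallenged DMSO wells high · Repeats – no replicates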
M1 PAM parental: nonselective calcium activators in parental CHO-K1 cells, primary screen, counter-screen for M1 PAM project, cell-based, Fluo-8 calcium fluorescence, full deck, 1536-well | AID 602247, 2012 | ATP EC20; 0% at ATP EC20, 100% at ATP max | activation, % at 3 µM | 0.02% of 360,000 active;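 active = activation above the run cutoff, the mean activation of all test compounds plus 3 SD, cut at about 40% in these data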;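 also: peak over basal fluorescence ratio in a 140 s read after ATP addition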
OXTR potentiate: human OXTR potentiators, primary screen, fluorescence, CHO-OTR cells, Fluo-8 calcium. Fluo-8 calcium fluorescence, potentiator mode; 0% = oxytocin EC15, 100% = EC100. 0.061% of 320,000 active. AID 2445, 2010. Oxytocin receptor (Homo sapiens), P30559. activation, % at 3 µM;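 active = activation above that plate's cutoff, the mean activation of tested compounds plus 3 SD, cut at about 6.6% in these data, passing the limit was not always enough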;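 also: 100% uses oxytocin at 75 nM as the full agonist control; some results filed as inactive read as strong as hits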
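Measured by – Fluo-8 calcium dye fluorescence · Test system – human OTR in CHO cells · Dosing – one concentration, 3.0 µM compound · Controls – EC15 oxytocin alone as 0%, 75 nM oxytocin as 100% · Evaluation – normalized max/min fluorescence ratio, % activation · Timing – 6 min pre-incubation, 100 s read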
CHO-K1 Ca antag: counter-screen for M1 antagonists: effect in parental CHO-K1 cells; inhibition, % at 3 µM; ATP-induced calcium, Fluo-8 fluorescence; 0.6% of 360,000 active;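 active = inhibition above a per-plate cutoff, the plate's mean sample inhibition plus 3 SD, cut at about 24% in these data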;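 also: 0% = DMSO plus EC80 ATP and 100% = DMSO alone without ATP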
M1 ag: human M1 muscarinic receptor agonists, primary screen, Fluo-8 calcium fluorescence, CHO-K1 cells, HTS | CHO-K1 hM1, agonist mode; 0% DMSO, 100% acetylcholine EC100 | activation, % at 3 µM | 0.33% of 360,000 active;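 active = activation above the run's mean compound activation plus 3 SD, cut at about 16% in these data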;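 also: peak over basal fluorescence ratio within a 140 s kinetic read after compound addition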
Target sequence (P11229 whole entry, looked up): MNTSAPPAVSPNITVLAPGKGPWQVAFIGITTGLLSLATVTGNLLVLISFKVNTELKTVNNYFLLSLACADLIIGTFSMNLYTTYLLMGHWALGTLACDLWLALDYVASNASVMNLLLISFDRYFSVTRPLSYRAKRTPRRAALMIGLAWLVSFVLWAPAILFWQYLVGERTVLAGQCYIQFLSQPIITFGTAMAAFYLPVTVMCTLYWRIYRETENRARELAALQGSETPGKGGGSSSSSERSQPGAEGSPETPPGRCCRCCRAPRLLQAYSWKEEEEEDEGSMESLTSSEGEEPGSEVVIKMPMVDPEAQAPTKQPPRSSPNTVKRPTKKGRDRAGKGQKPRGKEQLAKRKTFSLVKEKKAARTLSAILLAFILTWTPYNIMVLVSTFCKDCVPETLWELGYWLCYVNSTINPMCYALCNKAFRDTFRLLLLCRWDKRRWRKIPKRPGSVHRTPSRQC
V1aR counter: agonists of human V1a receptor, primary screen, counter-screen for OXTR agonist project, fluorescence, CHO-V1R cells | Fluo-8 calcium fluorescence, agonist mode; 0% DMSO, 100% 3 nM vasopressin | activation, % at 3 µM | AID 2797, 2010 | 0.25% of 320,000 active;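 active = activation above the mean activation of all tested compounds plus 3 SD, per screening run, cut at about 20% in these data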;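 also: signal is peak over basal fluorescence ratio across a 100 second FLIPR read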
Target sequence (P37288 whole entry, looked up): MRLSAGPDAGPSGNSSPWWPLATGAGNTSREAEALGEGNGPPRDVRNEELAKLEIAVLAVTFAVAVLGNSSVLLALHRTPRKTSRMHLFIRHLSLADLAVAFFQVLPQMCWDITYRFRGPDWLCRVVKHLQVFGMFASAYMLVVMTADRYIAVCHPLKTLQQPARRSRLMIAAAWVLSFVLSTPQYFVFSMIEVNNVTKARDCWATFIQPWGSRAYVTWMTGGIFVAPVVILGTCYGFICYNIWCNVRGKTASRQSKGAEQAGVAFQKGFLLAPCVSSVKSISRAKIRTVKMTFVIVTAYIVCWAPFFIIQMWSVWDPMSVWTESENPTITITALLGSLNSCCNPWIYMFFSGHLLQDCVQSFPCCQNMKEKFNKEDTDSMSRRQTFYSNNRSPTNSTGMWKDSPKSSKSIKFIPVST
TAAR1 antagonist: human TAAR1 antagonists, primary screen, Fluo-8 calcium fluorescence, CHO RD-HGA16 cells | inhibition, % at 3 µM | antagonist | Trace amine-associated receptor 1 (Homo sapiens), Q96RJ0 | 1.5% of 360,000 active;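 active = inhibition above a per-plate cutoff, the mean inhibition of test compounds on that plate plus 3 SD, cut at about 49% in these data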;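 also: 0% = DMSO plus EC80 beta-PEA response and 100% = DMSO alone without agonist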
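Assay system: CHO-derived RD-HGA16 cells stably expressing human TAAR1 plus Gα16. Timing: 140 s kinetic read after compound, 140 s after agonist. Technique: kinetic Fluo-8 calcium fluorescence measurement. Measure: % inhibition of agonist calcium response.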
TAAR1 agonist: human TAAR1 agonists, primary screen, Fluo-8 calcium fluorescence, CHO RD-HGA16 cells; vehicle wells 0%, saturating PEA agonist 100%; activation, % at 3 µM; AID 624467, 2012; Trace amine-associated receptor 1 (Homo sapiens), Q96RJ0; 0.99% of 360,000 active;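 active = activation above the mean activation of all test compounds in the run plus 3 SD, cut at about 38% in these data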
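Test system: RD-HGA16 (CHO) cells co-expressing Gα16 and hTAAR1 | Doses: Single dose, 3 µM | Schedule: 17-24 h seeding, 75 min 37 °C dye, 30 min RT | Evaluation: % activation from peak over basal fluorescence ratio, DMSO-to-PEA scaled | Technique: Kinetic Fluo-8 calcium fluorescence | Benchmarks: Low control DMSO, high control PEA (EC100)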
An asterisk follows results filed as active; · = no result given.

entry	Molecule	M1 ag	M1 PAM parental	M1 ag parental	V1aR counter	CHO-K1 Ca antag	TAAR1 agonist	CHO parental Ca	OXTR potentiate	TAAR1 antagonist
1	Cc1ccc(S(=O)(=O)N(Cc2ccc(Cl)cc2)c2ccccc2C(=O)NCc2ccco2)cc1	-6	-9	0.0	0.8	17	0	7	-10	2
2	Cc1c(Cl)cccc1NC(=S)NCCc1ccc(S(N)(=O)=O)cc1	-6	14	4.9	0.9	-3	4	1	-8	6
3	O=C(NCc1ccc(F)cc1)c1ccc(S(=O)(=O)Nc2cccc(C(F)(F)F)c2)cc1	-3	8	5.3	6.3	15	10	7	-8	41
4	CCC(=O)NCCc1nc2ccccc2n1CC(=O)c1ccccc1	-4	11	0.9	0.5	-1	1	-11	-2	-11
5	NNC(=O)c1cc(-c2ccccc2)sc1N	-3	14	-0.3	0.9	-13	0	-20	-12	-17
6	CC(=O)C1=C(C)OC(N)=C(C#N)C1c1ccco1 (configuration not stated)	-1	16	0.4	0.9	-5	0	-4	-4	4
7	CC(=O)Oc1ccc(-c2ccc(C(=O)OCC(=O)N(C)CC(=O)Nc3ccccc3Cl)cc2)cc1	13	1	6.0	9.3	9	13	2	-8	25
8	Cc1nn(-c2ccccc2)c2c1C(O)n1c(nc3ccccc31)S2 (configuration not stated)	-2	-2	5.7	1.1	-1	17	-18	0	50*
9	O=C(Cc1ccccc1[N+](=O)[O-])NCCC1=CCCCC1	1	22	0.1	-0.8	-26	-1	-14	-8	-6
10	CCC(C(=O)NCCC(C)C)n1ccc2cc(S(=O)(=O)N3CCCCC3)ccc21 (configuration not stated)	1	-19	13	8.2	13	·	53*	-12	·
11	CN(C)c1ccc(CC(=O)N2CCCC(c3cc(C(=O)Nc4ccccc4)no3)C2)cc1 (configuration not stated)	-3	7	4.0	·	-5	3	·	·	-24
12	COc1ccc2c(c1)[N+](C)(C)C(C)(C)C=C2C	-16	10	0.6	0.6	-12	1	-3	-5	-2
13	Cn1c(=O)n(C)c2cc(NC(=O)CSc3nnc(-c4ccccc4O)n3-c3ccccc3)ccc21	-4	18	0.7	0.1	-15	2	-13	-2	9
14	O=C(Nc1nnc(C2=COCCO2)o1)c1ccc(Cc2ccccc2)cc1	-6	-10	0.4	0.1	-7	2	7	-21	8
15	O=C(O)c1[nH]c2ccccc2c1C(c1cc(Br)ccc1O)c1c(C(=O)O)[nH]c2ccccc12	-6	4	0.1	0.7	11	-1	-9	-1	9
16	CCS(=O)(=O)c1ccc(-c2csc(-c3ccccc3)n2)c(Cl)c1Cl	-2	19	0.2	0.2	-14	14	-13	-13	68*
17	N#Cc1c(C(F)(F)F)cc(-c2cccs2)nc1SCC(=O)O	-1	4	-0.3	-0.6	-1	0	-8	-2	-11
18	CC1(C)C(c2ccccc2)=NC(c2ccc(Br)cc2)N1O (configuration not stated)	-15	-11	-0.6	-1.3	-1	2	-17	-2	-10
19	CNC(=O)CNC(=O)Nc1ccc(Cl)c(Cl)c1	-8	16	5.3	-0.7	2	·	0	-2	·
20	COc1ccc(/C=C/C(=O)C2(O)CCCCC2)cc1	-2	8	1.2	-2.0	-7	20	-11	-5	-10
21	COC(=O)N/N=C/c1cn(CCOc2ccccc2)c2ccccc12	1	2	2.8	1.1	0	11	-11	-16	25
22	Cc1cc(C)nc(N/N=C/c2cc3c(cc2[N+](=O)[O-])OCO3)n1	0	24	0.7	0.3	-15	4	-5	-12	10
23	COc1ccc(C2CC(c3cccs3)=NN2C(=O)CSC2=NCCS2)cc1 (configuration not stated)	-2	24	3.1	1.8	-8	2	-19	-5	0
24	COc1ccc(-c2ccc(C(=O)Nc3ccc4c(c3)OCO4)c3occc23)c(C)c1	-6	-11	-0.4	·	5	0	·	·	-12
25	O=C(/C=C/c1cccs1)Nc1ccc(Br)cn1	-6	19	0.2	0.3	-9	3	-5	-1	-4
26	COc1ccccc1CNS(=O)(=O)c1ccc2c(c1)CC(C)N2C(=O)C1CCC1 (configuration not stated)	5	-10	14	6.9	31*	2	15	-25	6
27	C=CCOc1ccnc(-c2ccccc2)n1	-1	-4	0.5	·	-6	-2	·	·	-31
28	COc1ccc(S(=O)(=O)Nc2ccc3cn[nH]c3c2)cc1C	4	6	2.4	4.4	-3	7	-18	-12	13
29	CC(C)Cc1ccc(C#N)c(SCC(N)=O)n1	-4	3	0.4	0.8	-7	5	-2	-19	-12
30	COCCOC(=O)c1c(NC(=O)CNC2CCCc3ccccc32)sc(C(N)=O)c1C (configuration not stated)	-2	20	0.3	-1.0	-18	-1	-3	-3	-16
31	COC(=O)C1CCN(c2nc3ccccc3nc2C(C#N)C(=O)OCC(C)C)CC1 (configuration not stated)	-4	20	0.5	-0.2	-17	9	-25	-9	-1
32	N=c1ccn(Cc2ccc(Cl)cc2)cc1	-6	13	0.5	-0.2	-8	13	5	-4	-4
33	CCOC(=O)[C@H]1[C@H]2COc3ccccc3[C@@H]2N2C(=O)CN(Cc3ccccc3)C(=O)[C@@]12C	-4	3	-0.1	-0.2	2	7	-32	3	23
34	CC1CCN(C(=O)c2cc3nc(C4CC4)cc(C(F)(F)F)n3n2)CC1	1	11	0.8	1.9	-4	1	-8	-18	-1
35	CC1C2CCC(C2)C1OC(=O)c1ccccc1C(=O)O (configuration not stated)	-4	1	0.0	·	-4	4	·	·	-25
36	O=C(c1cc([N+](=O)[O-])cc([N+](=O)[O-])c1)N(c1ccccn1)c1ccccn1	-4	-11	-0.3	-0.6	13	2	8	-4	11
37	COc1ccc(-c2ccc(CN3C(C(C)C)C(=O)N(Cc4cn(CC5CCCCC5)nn4)CCS3(=O)=O)cc2)cc1OC (configuration not stated)	-2	5	1.2	·	-7	6	·	·	-17
38	O=C(NCc1ccco1)C1CC(O)CN1C(=O)Nc1ccccc1 (configuration not stated)	-3	4	0.8	0.8	-7	3	2	-5	-3
39	CC(=O)c1ccc(CCCc2ccc(C(C)=O)cc2)cc1	-6	-1	-0.7	·	8	2	·	·	29
40	NC(=O)NCc1cccc(Cl)c1	-2	1	0.3	0.1	-14	2	-2	7	-7

The closing 2 records of the section above lead into the next:
entry	Molecule	M1 ag	M1 PAM parental	M1 ag parental	V1aR counter	CHO-K1 Ca antag	TAAR1 agonist	CHO parental Ca	OXTR potentiate	TAAR1 antagonist
39	CC(=O)c1ccc(CCCc2ccc(C(C)=O)cc2)cc1	-6	-1	-0.7	·	8	2	·	·	29
40	NC(=O)NCc1cccc(Cl)c1	-2	1	0.3	0.1	-14	2	-2	7	-7
41	CC(C)CNC(=O)C1(C)CCCN1C(=O)c1cc2ccccc2s1 (configuration not stated)	-4	13	0.4	·	-9	-2	·	·	-9
42	CC1CCN(S(=O)(=O)N2CCN(C(=O)c3ccc4c(c3)OCO4)CC2)CC1	-3	-5	1.6	1.1	-17	0	-14	-3	-22
43	CCCCC1(C)NC(=O)N(CC(=O)Nc2ccc(Cl)cc2C)C1=O (configuration not stated)	1	20	0.5	1.8	-12	1	-27	0	-5
44	CC1(C)CC(=O)C2=C(C1)N(Cc1ccc(F)cc1)C(=O)C2(NC(=O)c1cccnc1)C(F)(F)F (configuration not stated)	-6	13	0.3	0.3	1	11	-8	-6	7
45	COc1ccccc1N1CCN(C(CNS(=O)(=O)c2ccccc2)c2cccnc2)CC1 (configuration not stated)	-1	9	0.3	-1.2	-10	·	-26	-6	·
46	CC(=O)c1cc(-c2ccccc2)n(CCC(=O)NCc2cccs2)c1C	-3	17	1.7	0.5	-9	16	-18	-4	4
47	Cc1ccc(-n2c(SCc3cn4ccsc4n3)nc3ccccc3c2=O)cc1	-5	15	4.6	1.5	5	5	-16	1	4
48	O=C(c1ccncc1)c1ccc(NC(=O)c2cccs2)cc1	1	5	1.7	5.6	-11	2	10	-6	-17
49	COc1ccc(S(=O)(=O)N(C)CC(=O)NCc2cccnc2)cc1OC	-3	24	0.6	-0.3	-14	5	-3	4	-26
50	CC(C)C(=O)Nc1cccc(NC(=O)c2ccc(Cl)cc2Cl)c1	-10	27	-0.1	-0.4	-6	0	-16	-2	-9
51	O=C(CNC(=O)c1cc2c(n(-c3ccccc3)c1=O)CCCC2=O)c1ccccc1	0	-27	-0.1	0.2	15	1	-7	-3	-27
52	N#Cc1ccc(-c2ccc3c(c2)OCO3)nc1SCC(=O)OCc1ccccc1	-3	0	-0.2	0.1	-4	4	-10	-22	1
53	CC1(C)CC(=O)C(C(C2=C(O)CC(C)(C)CC2=O)c2cccs2)C(=O)C1 (configuration not stated)	-5	5	-0.2	-0.8	-3	·	-20	-4	·
54	CC(=O)N1c2ccc(S(=O)(=O)N3CCCC(C(=O)Nc4ccc(F)cc4)C3)cc2CC1C (configuration not stated)	2	6	3.8	9.8	-3	3	0	-9	21
55	O=C(Nc1ccccc1OC(F)F)c1ccc(S(=O)(=O)N2CCCC2)cc1	-6	-5	0.5	1.2	3	3	0	-8	9
56	COC(=O)c1cc(C)nc2c1c(C)nn2-c1ccccc1	-7	13	-0.2	-1.4	-9	-1	-13	-9	-18
57	CCn1c(SCC(=O)NC2CCCCC2C)nnc1-c1ccc(OC)cc1 (configuration not stated)	-5	14	0.0	0.6	-8	13	-7	5	-4
58	COc1ccc(Cl)cc1N/C(N)=N/c1nc(CSc2ccc(C)cc2)cc(=O)[nH]1	0	3	0.0	0.2	-17	9	-7	-6	12
59	Cc1ccc(-c2csc3ncnc(SCC(N)=O)c23)cc1	-4	11	1.3	0.1	1	0	-18	4	13
60	Cc1ccc(NC(=O)c2oc3ccccc3c2C)nc1	-3	12	0.3	1.1	-10	4	-12	-7	-36
61	CCOc1ccc(-n2c(SCC(=O)O)nc3sc4c(c3c2=O)CCCC4)cc1	-1	2	-0.6	5.2	-5	0	-16	-5	-6
62	Cc1cc(NC(=O)COC(=O)C2CCN(S(=O)(=O)c3ccc(Cl)cc3)CC2)no1	-2	-7	-0.3	3.2	9	8	-16	-16	2

Outcome played no part in choosing rows; any-hit rate near 3.3%.
